Screening data: PubChem BioAssay, National Center for Advancing Translational Sciences (NCATS)
EPAC1 ag = qHTS for Agonist of cAMP-regulated guanine nucleotide exchange factor 3 (EPAC1): primary screen; Rap guanine nucleotide exchange factor 3 (Homo sapiens), O95398; EPAC1 agonist qHTS, biochemical assay; response scale: 100% = response to 6.5 mM cAMP; Potency, µM (titrated, usually from 154 µM), for inactives: top-dose activation, hits mostly activators; hit rate 0.073% among 360,000; AID 720707, 2013; further: potency means the concentration at half of the fitted maximal effect; nearly all actives have a fitted effect of over 60% in size
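Read-out is the fluorescence drop as BODIPY-GDP leaves Rap1B (480 nm excitation, 540 nm emission), recorded every 5 minutes over 30 minutes. Reactions held 100 nM EPAC1, 250 nM Rap1B–BODIPY-GDP and 50 uM GDP, with 6.5 mM cAMP setting full activation.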
WRN inhibitor = qHTS for Inhibitors of WRN Helicase; Bifunctional 3'-5' exonuclease/ATP-dependent helicase WRN (Homo sapiens), Q14191; WRN helicase unwinding, fluorescent forked duplex, kinetic; Potency, µM (top dose mostly 114 µM), for the others: top-dose activity change, negative = inhibition, usual class: inhibitors; hit rate 0.46% among 360,000; further: potency means the concentration at half of the fitted maximal effect; on the % scale 0 is the no-effect control and ±100 the full control effect; nearly all actives have a fitted effect of over 55% in size
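Enzyme (20 nM final) and test compound sit together 15 min at room temperature before substrate addition. Substrate is a single-forked duplex oligonucleotide (100 nM) labelled with fluorophore and quencher, with 2 mM ATP; helicase unwinding raises red fluorescence, read kinetically.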
EPAC1 antag = qHTS for Antagonist of cAMP-regulated guanine nucleotide exchange factor 3 (EPAC1): primary screen | Rap guanine nucleotide exchange factor 3 (Homo sapiens), O95398 | EPAC1 GEF assay, Rap1b-BODIPY-GDP exchange fluorescence | Potency, µM (top dose mostly 115 µM), for the others: top-dose activity change, negative = inhibition, actives largely listed as inhibitors | hit rate 0.14% among 360,000;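 further: potency means the concentration at half of the fitted maximal effect; plate controls were vehicle for no effect and positive control for full effect; nearly all actives have a fitted effect of over 50% in size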
CCT modulator = High-Throughput Screening for Modulators of Cytosolic Chaperonin Activity. hit rate 0.3% among 360,000. purified chaperonin ATPase assay, HTRF ADP detection, 30 min. activity change, % (concentration not given with the values), hits read low. AID 651819, 2012; in the data active means activity change below about -30%; further: on the % scale 0 is the no-effect control and ±100 the full control effect
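We incubate TRiC, 40 or 20 nM final, with library compounds at 76 uM and 10 uM ATP for 30 min at 37 °C. ADP formed is detected with Transcreener HTRF reagents after 30 min at room temperature.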
IL-2 act = qHTS of IL-2 Activators; hit rate 0.065% among 360,000; activation, % (series mostly up to about 46 µM); IL-2 activation reporter assay, cell-based qHTS; stimulated with anti-CD3/CD4/CD28 beads; in transgenic mouse T cells; AID 652025, 2013; in the data active means activation above about 50%; inconclusive means mostly about 30% to 49%; further: 0% is about no effect
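Quantitative HTS in unstimulated transgenic mouse T cells, with memory T cells as non-tolerant control and PMA/ionomycin as tolerance-bypass control. Compound pretreatment lasted 60 minutes before 18 h bead stimulation; EGFP/DsRed fluorescence read.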
PLK1 PBD inh = qHTS for Inhibitors of PLK1-PDB (polo-like kinase 1 - polo-box domain): Primary Screen; Potency, µM, inactives show max response, negative = inhibition, hits mostly inhibitors; Serine/threonine-protein kinase PLK1 (Homo sapiens), P53350; AID 720504, 2013; Plk1 PBD binding of FITC phosphopeptide, fluorescence polarization; hit rate 2.8% among 360,000; further: potency means the concentration at half of the fitted maximal effect; series mostly up to about 57 µM; on the % scale 0 is the no-effect control and ±100 the full control effect; nearly all actives have a fitted effect of over 65% in size
Target sequence (P53350 whole entry, looked up, the tested form may be a part): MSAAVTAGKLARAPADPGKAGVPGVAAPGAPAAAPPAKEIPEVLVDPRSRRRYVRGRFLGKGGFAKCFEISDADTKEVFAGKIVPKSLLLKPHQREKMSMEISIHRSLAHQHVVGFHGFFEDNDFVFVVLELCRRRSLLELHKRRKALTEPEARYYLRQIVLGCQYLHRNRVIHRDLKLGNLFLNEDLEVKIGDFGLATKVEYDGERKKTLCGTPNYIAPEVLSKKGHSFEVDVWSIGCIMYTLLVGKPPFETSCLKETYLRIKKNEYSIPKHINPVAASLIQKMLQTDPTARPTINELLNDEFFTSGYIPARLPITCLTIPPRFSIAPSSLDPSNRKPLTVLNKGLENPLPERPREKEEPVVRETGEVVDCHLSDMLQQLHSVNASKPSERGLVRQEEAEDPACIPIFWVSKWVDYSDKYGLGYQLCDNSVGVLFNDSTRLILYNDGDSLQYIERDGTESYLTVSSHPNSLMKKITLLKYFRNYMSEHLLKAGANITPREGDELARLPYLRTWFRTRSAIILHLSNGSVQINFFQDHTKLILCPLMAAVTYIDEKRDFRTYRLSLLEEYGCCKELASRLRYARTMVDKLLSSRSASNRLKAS
EPAC2 agonist = qHTS for Agonist of cAMP-regulated guanine nucleotide exchange factor 4 (EPAC2): primary screen | Rap guanine nucleotide exchange factor 4 (Homo sapiens), Q8WZA2 | EPAC2 activation, biochemical qHTS; response scale: 100% = 6.5 mM cAMP response | Potency, µM (doses to about 154 µM), for the others: at the highest dose activation, hits mostly activators | hit rate 0.079% among 360,000; further: potency means the concentration at half of the fitted maximal effect; nearly all actives have a fitted effect of over 50% in size
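Readout is BODIPY fluorescence (480 nm excitation, 540 nm emission), which falls as labeled GDP is exchanged off Rap1B. EPAC2 at 100 nM acted on 250 nM RAP1B-BODIPY-GDP with 50 uM GDP present.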
PI5P4K alpha inh = qHTS for Inhibitors of phosphatidylinositol 5-phosphate 4-kinase (PI5P4K). Phosphatidylinositol 5-phosphate 4-kinase type-2 alpha (Homo sapiens), P48426. hit rate 1.2% among 330,000. PI5P4Kalpha enzyme, ADP-Glo luminescence, 60 min; hits give low values. AID 652105, 2013. max response, %; active means max response of -50% or lower; inconclusive means between -30% and -50%; inactive means -30% or higher; further: value at the top dose of about 77 µM; on the % scale 0 is the no-effect control and ±100 the full control effect
Target sequence (P48426 whole entry, looked up): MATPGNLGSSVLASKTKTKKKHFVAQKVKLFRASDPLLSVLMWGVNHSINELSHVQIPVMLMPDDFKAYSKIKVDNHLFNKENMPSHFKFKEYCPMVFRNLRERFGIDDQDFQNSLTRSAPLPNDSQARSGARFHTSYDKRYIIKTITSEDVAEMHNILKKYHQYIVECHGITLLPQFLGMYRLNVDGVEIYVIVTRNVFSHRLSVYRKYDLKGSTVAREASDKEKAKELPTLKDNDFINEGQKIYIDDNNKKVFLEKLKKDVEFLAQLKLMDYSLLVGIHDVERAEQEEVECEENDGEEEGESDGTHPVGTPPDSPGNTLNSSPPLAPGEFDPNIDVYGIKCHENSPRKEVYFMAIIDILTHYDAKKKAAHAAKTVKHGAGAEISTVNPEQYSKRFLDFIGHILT
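Quantitative HTS of the MLSMR library against PI5P4Kalpha with substrate. ATP added last at 5 microM final; room temperature, 60 minutes. Remaining ATP depleted, ADP converted and read as luminescence.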
* = called active by the depositor; ? = inconclusive; [ ] = another dose, or the depositor's remark. Unless noted, the call rests on the fitted dose curve; in most records, active means well fitted curve in the direction sought with a large enough effect; inconclusive means small, poorly fitted or top-dose-only effect, or another doubt; inactive means no such curve, though single readings can be large; an effect the other way counts as inactive or inconclusive. A portion of the library, so the mix of outcomes need not match the whole.

Structure | EPAC1 ag | WRN inhibitor | EPAC1 antag | CCT modulator | IL-2 act | PLK1 PBD inh | EPAC2 agonist | PI5P4K alpha inh
O=C(CSc1nc2c([nH]c3ccccc32)c(=O)n1-c1ccccc1F)NCC1CCCO1 (centres undefined) | 7% | 4% | -7% | -1.5 | -2.2 | -8% | 14% | 3
CCOc1ccc(N(CC(=O)NC2CCCCC2)S(=O)(=O)c2ccc(C)cc2)cc1 | 7% | -11%[57.1 µM] | -7% | -1.9 | 0.1 | 3% | -8% | 1
Cc1cccc(N2CCN(c3nc4ccc(Cl)cc4n4cnnc34)CC2)c1C | -1% | -1% | -1% | 2.0 | -2.1 | 5% | 0% | 4
O=C(O)Cc1sc(N/N=C\c2ccccc2)nc1-c1ccccc1 | 0% | -16%[11.6 µM] | ? | -1.8 | 0.4 | 12µM* | 3% | ?
CC1(C)C(CC2OCC(CN3CCCCC3)O2)[C@H]2CC[C@@H]1C2 (some centres undefined) | -4% | 11% | 8% | 0.2 | 1.5 | 4% | 7% | 1
CCOc1ccc(/C(O)=C2/C(=O)C(=O)N(c3ccccn3)C2c2ccc(F)cc2)c(C)c1 (centres undefined) | -14% | -2% | 5% | -3.7 | 0.8 | -9% | -6% | 8
CN1CCN(C(=O)/C(=C/c2ccc(N(C)C)cc2)NC(=O)c2ccccc2)CC1 | 17% | 2% | 19% | -1.3 | 2.1 | 7% | 14% | 3
O=C(OCc1nnc(-c2ccccc2)o1)c1cccnc1Cl | -8% | 9% | 4% | -13 | -0.7 | -3% | 8% | -4
CCCC1C(C#N)=C(N)Oc2n[nH]c(C(C)(C)C)c21 (centres undefined) | 0% | -3% | 12% | -1.0 | -0.4 | 6.7µM* | -5% | -29
CNc1cc([N+](=O)[O-])ccc1N/C=C/C(=O)c1ccc2c(c1)OCO2 | -5% | 4% | -4% | -1.2 | -0.5 | -5% | -2% | 3

The final 2 compounds of the part before are carried over, then new ones follow:
Structure | EPAC1 ag | WRN inhibitor | EPAC1 antag | CCT modulator | IL-2 act | PLK1 PBD inh | EPAC2 agonist | PI5P4K alpha inh
CCCC1C(C#N)=C(N)Oc2n[nH]c(C(C)(C)C)c21 (centres undefined) | 0% | -3% | 12% | -1.0 | -0.4 | 6.7µM* | -5% | -29
CNc1cc([N+](=O)[O-])ccc1N/C=C/C(=O)c1ccc2c(c1)OCO2 | -5% | 4% | -4% | -1.2 | -0.5 | -5% | -2% | 3
Cc1ccc(S(=O)(=O)N2C[C@@]3(O)Cn4c(=O)ccc(=O)n4C[C@@]3(OC(=O)NCC3CCCCC3)C2)cc1 | -8% | -12% | 1% | 1.0 | 0.6 | -28% | -10% | -2
CC1=CC(=Nc2c(C)n(C)n(-c3ccccc3)c2=O)C=C(C)C1=O | -5% | -14% | 4% | -1.8 | 0.3 | -5% | 5% | -20
O=C(NC(c1ccc(Cl)cc1)c1cnccn1)C1CCN(Cc2ccccc2)CC1 (centres undefined) | 4% | -2% | -2% | -1.5 | -0.1 | -8% | 9% | 2
CC1CN(C(=S)SCCN2C(=O)CCC2=O)CC(C)O1 (centres undefined) | 4% | 10% | 9% | -2.7 | -0.6 | -1% | 13% | 2
Cc1nnc(SCC(=O)Nc2cccc(Cl)c2)n1CC1CCCO1 (centres undefined) | -1% | 6% | -7% | 1.7 | -0.1 | -3% | 7% | -8
CCOc1ccc(Oc2ccc(Cl)cc2NC(=O)C2=COCCO2)cc1 | 8% | -16% | -13% | 0.4 | 0.8 | -3% | 14% | 6
C=CCNC(=O)C1CCN(S(=O)(=O)c2ccc(Br)cc2)CC1 | -12% | 1% | 5% | -2.2 | 0.8 | -7% | 1% | 0
O=c1[nH]nc(CNc2ccc(O)cc2)c2ccccc12 | 10% | -19%[57.1 µM] | 35µM* | -1.0 | -0.2 | -23% | 0% | -20
CCOC(=O)[C@@H]1[C@H]2COc3cc(OC)ccc3[C@@H]2N2C(=O)N(c3ccc(F)cc3)C(=O)[C@]12C | -13% | -31% | 5% | 0.9 | -1.1 | -17% | 21% | 4
CCOc1ccc(C(=O)Nc2cccc3nsnc23)cc1[N+](=O)[O-] | 11% | -32%[57.1 µM] | 2% | 2.8 | -0.5 | -14% | 12% | -12

(further entries)
Structure | EPAC1 ag | WRN inhibitor | EPAC1 antag | CCT modulator | IL-2 act | PLK1 PBD inh | EPAC2 agonist | PI5P4K alpha inh
O=C(CN1C(=O)c2cccc3cccc1c23)NC1CCCC1 | -4% | 4% | 26% | -0.7 | -0.3 | -10% | 5% | -2
CCC(c1c(C)[nH]oc1=O)c1c(C)[nH]oc1=O | -1% | -6% | -2% | 0.7 | -0.4 | -18% | -7% | -2
COc1ccc(NC(=O)CCCNC(=O)Cn2cnc3sc(C)c(C)c3c2=O)cc1Cl | -2% | -9% | 18% | -8.7 | -7.1 | 2% | 3% | -13
Cc1ccccc1C(=O)Nc1cccc(C(=O)N/N=C/c2cc(Cl)cc([N+](=O)[O-])c2O)c1 | 6% | -14% | ? | 1.4 | 0.1 | -25% | -17% | ?
COc1ccc(C2(C#N)CCC(=O)N2c2ccccc2)cc1 (centres undefined) | 9% | 12% | 9% | -0.6 | 1.6 | -17% | 10% | 1
COc1cc([N+](=O)[O-])cc(/C=N/NC(=O)c2cc(-c3ccccc3)nc3ccccc23)c1O | -11% | -1% | 4% | -0.5 | 5.2 | 2% | -5% | -57*
CCOC(=O)c1c(CCl)nc2ccccc2c1-c1ccccc1 | 2% | -6% | 9% | 0.1 | -0.5 | -6% | 3% | 1
Cc1cc(C)nc(SCCCn2c(=O)[nH]c3ccccc32)n1 | -1% | -4% | 7% | -0.4 | -1.1 | -2% | 1% | 0
Cc1ccc2nc(=O)c(NNc3ccccc3)cnc2c1 | 0% | 2% | -14% | -2.1 | -2.2 | 1% | 0% | -18
O=C(NC1CCN(c2ncccn2)CC1)c1ccccc1F | 0% | 4% | -25% | -1.7 | -0.1 | -10% | 2% | 3

Going on with the list:
Structure | EPAC1 ag | WRN inhibitor | EPAC1 antag | CCT modulator | IL-2 act | PLK1 PBD inh | EPAC2 agonist | PI5P4K alpha inh
Clc1ccc(Nc2ncn[nH]2)c(Cl)c1 | 10% | -3% | 7% | 1.5 | -1.0 | -4% | 3% | 7
CCOC(=O)C1(CC2CC2)CCN(C(=O)c2cc(C)nc3ccc(CC)cc23)CC1 | -6% | 1% | -7% | 0.0 | -1.2 | -13% | 4% | -2
Cc1ccc(Cl)cc1-c1cc(C(=O)N2CCc3ccccc3C2)[nH]n1 | 15% | 0% | -9% | 0.5 | -0.4 | -11% | 19% | -5
CC(CC12CC3CC(CC(C3)C1)C2)NCc1ccccc1O (centres undefined) | 13% | -2% | 9% | 0.2 | 0.5 | -13% | 13% | -3
COc1ccc(S(=O)(=O)Nc2ccc3c(c2)C(=O)N([C@@H](C)CO)C[C@@H](C)[C@H](CN(C)C(=O)CCCN(C)C)OCCCC[C@H](C)O3)cc1 | -10% | -1% | -9% | 0.2 | -2.1 | -6% | -5% | 6
Cc1ccc(C)c(CN2CCC(CNC(=O)Nc3ccc(Br)cc3F)CC2)c1 | -6% | -2% | -2% | -4.5 | -0.4 | 5% | 4% | 9
Cc1c(C(N)=O)sc2ncn(CC(=O)OC(C)C)c(=O)c12 | 6% | -3% | -11% | -0.3 | -1.8 | -9% | 3% | 0
CN(CCc1ccccn1)C(=O)CCC1CCCN(Cc2ccccc2OC(F)F)C1 (centres undefined) | 3% | 8%[57.1 µM] | -16% | 1.8 | -2.5 | 4% | -1% | -7
Fc1ccc(CSc2nnc(-c3ccco3)o2)cc1 | -5% | 4% | 0% | 1.2 | 0.8 | -9% | 7% | 1
C/[N+]([O-])=C1\Cc2ccccc2C1=O | -2% | -19% | -18% | -0.8 | -2.9 | 0% | 2% | 7

Additional compounds.
Structure | EPAC1 ag | WRN inhibitor | EPAC1 antag | CCT modulator | IL-2 act | PLK1 PBD inh | EPAC2 agonist | PI5P4K alpha inh
COc1ccc(NC(=O)N(C)C[C@H]2Oc3c(NS(=O)(=O)c4ccc(F)cc4)cccc3C(=O)N([C@H](C)CO)C[C@@H]2C)cc1 | -7% | -2% | 5% | -2.7 | 0.5 | -11% | 11% | -1
CCCCn1c(N)c(N(CCOC)C(=O)C2CCN(S(=O)(=O)c3ccc(C)cc3)CC2)c(=O)[nH]c1=O | -1% | 1% | 4% | -0.4 | -3.9 | 0% | 10% | 8
C[C@]12c3[nH]c4ccccc4c3CCN1C(=O)C(CC(=O)NCCN1CCOCC1)C[C@@H]2C(=O)N1CCCCC1 (some centres undefined) | -6% | 2% | 5% | -1.4 | -0.1 | -2% | -1% | -7
CC1S/C(=N/N=C/c2ccco2)NC1=O (centres undefined) | 10% | -5% | -17% | -1.8 | 1.7 | -12% | -7% | 4
CCN(CC(=O)NCc1cccs1)CC(=O)Nc1cccc(S(N)(=O)=O)c1 | -7% | -10% | ? | -13 | -0.3 | -13% | 8% | 4
CCOC(=O)c1c(C)[nH]c(C)c1C(=O)COC(=O)c1cc2ccccc2cc1O | 8% | -7% | -7% | -1.1 | 0.3 | -7% | 6% | 21
CC(CNC(=O)c1ccccc1[N+](=O)[O-])NC(=O)c1ccccc1[N+](=O)[O-] (centres undefined) | 7% | 4% | 11% | -1.8 | -0.1 | -16% | 12% | 4
C=CCn1c(SCC(=O)NC2CCS(=O)(=O)C2)nnc1-c1cc2c(s1)CCC(CC)C2 (centres undefined) | 5% | -1% | -23% | 0.2 | -2.3 | 6% | 7% | 3
CCOc1ccccc1C(=O)NCC(=O)Nc1ccc(-c2ccccc2)cc1 | 4% | 0% | 11% | 0.1 | 1.2 | -5% | 7% | -3
Cc1ccc(C2CCN(C(=S)Nc3cccc(C)c3)C2)cc1 (centres undefined) | 17% | -3% | -4% | -0.2 | -0.6 | -6% | 10% | 0
COc1ccc(-c2cc(C(=O)N3CC(C)CC(C)C3)c3ccccc3n2)cc1OC (centres undefined) | 15% | 1% | -5% | -1.5 | -5.7 | 2% | 3% | -5
